TCR-CD3 inh – inhibitors of human TCR-CD3 interaction. AID 651800. 360,000 tested, 0.37% active. inhibition, % at 9.4 µM. TAMRA-labeled TCR probe fluorescence, biochemical; in the data active = inhibition above about 19%;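 also: recombinant mutant TCR 2C K166C tagged with TAMRA read by polarization; 0% = receptor in buffer alone and 100% = receptor with positive control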
SIAE inh – human SIAE inhibition, primary screen | Q9HAT2 | SIAE FP-Rh probe binding, fluorescence polarization | inhibition, % at 9.66 µM | 370,000 tested, 0.69% active | AID 1053197;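 active = inhibition above a cutoff: mean of compounds within the control limits plus 3 SD of those, cut at about 17% in these data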;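 also: 0% = plate median of compound wells and 100% = probe without SIAE protein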
Target sequence (Q9HAT2 whole entry, looked up): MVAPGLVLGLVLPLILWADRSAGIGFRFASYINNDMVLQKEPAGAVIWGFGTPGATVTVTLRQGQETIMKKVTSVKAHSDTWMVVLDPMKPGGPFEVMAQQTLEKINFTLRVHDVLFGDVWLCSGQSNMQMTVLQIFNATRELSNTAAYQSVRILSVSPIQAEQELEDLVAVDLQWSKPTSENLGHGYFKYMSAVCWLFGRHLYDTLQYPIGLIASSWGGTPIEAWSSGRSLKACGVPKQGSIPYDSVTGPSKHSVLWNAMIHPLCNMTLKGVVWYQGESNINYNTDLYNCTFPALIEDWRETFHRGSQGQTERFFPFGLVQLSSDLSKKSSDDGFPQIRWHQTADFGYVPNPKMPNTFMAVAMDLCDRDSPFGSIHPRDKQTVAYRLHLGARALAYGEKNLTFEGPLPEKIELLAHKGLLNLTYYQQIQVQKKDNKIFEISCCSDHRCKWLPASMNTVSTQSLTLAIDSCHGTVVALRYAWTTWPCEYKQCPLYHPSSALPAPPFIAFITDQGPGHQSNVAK
NPR2 activator – GC-B (human) receptor activation; P20594; HEK293-GC-B cells, CNP EC30, cGMP TR-FRET; 0% at EC30 CNP, 100% saturating CNP; activation, % at 10 µM; 370,000 tested, 0.11% active; AID 1920062;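 active = activation at 10 µM reaching about 35% in either raw or pattern-adjusted values, limit read from the data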
MBD2 DNA inh – MBD2-methylated oligo binding inhibition; Q9UBB5; TR-FRET, MBD2 binding to methylated oligonucleotide; inhibition, % at 4.4 µM; 370,000 tested, 0.31% active; in the data active = inhibition above about 13%
PRMT1 FP inh – PRMT1 (human) inhibition, primary screen. 370,000 tested, 1.3% active. inhibition, % at 2.79 µM. AID 652257. recombinant PRMT1, activity-based probe fluorescence polarization;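 active = inhibition above about 21% made by adding two undisclosed values, limit read from the data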
TDP2 absorb – blocks human TDP2 phosphodiesterase activity; O95551; recombinant TDP2, T5PNP hydrolysis, p-nitrophenol absorbance 415 nm; inhibition, % at 12.8 µM; 370,000 tested, 0.34% active;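 active = inhibition above the mean of all tested compounds plus 3 SD, set per campaign, cut at about 25% in these data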;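 also: 0% = DMSO with enzyme and 100% = buffer with substrate but no TDP2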
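Read-out basis: percent inhibition. System: recombinant human TDP2. Buffer or medium: Mg2+-containing Tris-HCl buffer, pH 7.5. Repeats: single replicate. Timing: reaction 2 h, 37 °C. Benchmarks: high control without enzyme, low control DMSO plus TDP2. Probe or stimulus: 5 mM T5PNP. Doses: 12.8 µM only. Measured by: epi absorbance of p-nitrophenol freed from T5PNP by hydrolysis.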
ABHD4 inh – ABHD4 (mouse) inhibition, primary FP screen; 370,000 tested, 0.54% active; purified mABHD4, FP-Rh probe fluorescence polarization; AID 720543; Q8VD66; inhibition, % at 8.92 µM;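 active = inhibition exceeding the mean over every tested compound plus 3 SD, cut at about 30% in these data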;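 also: 0% = plate median of compound wells and 100% = S159A mutant with DMSO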
Target sequence (Q8VD66 whole entry, looked up): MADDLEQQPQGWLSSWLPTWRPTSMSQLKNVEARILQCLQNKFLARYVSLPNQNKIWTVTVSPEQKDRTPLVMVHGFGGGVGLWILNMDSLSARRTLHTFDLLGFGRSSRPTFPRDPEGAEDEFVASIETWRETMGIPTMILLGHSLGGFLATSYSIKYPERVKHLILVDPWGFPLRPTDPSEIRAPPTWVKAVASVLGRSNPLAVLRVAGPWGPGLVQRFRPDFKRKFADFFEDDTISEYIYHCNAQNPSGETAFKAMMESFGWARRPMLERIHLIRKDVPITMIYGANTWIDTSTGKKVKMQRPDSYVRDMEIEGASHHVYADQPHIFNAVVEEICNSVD
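System: mouse ABHD4 enzyme, wild type / Medium: HEPES pH 7.0, NaCl, Pluronic buffer / Reagent: FP-Rh activity-based fluorescent probe / Control set: S159A mutant high control, sample median low control / Detection: fluorescence polarization with parallel and perpendicular emission, 525/598 nm / Schedule: 45 min + 60 min at 25 °C / Compound dosing: 8.92 µM, single dose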
LEDGF integ inh – blocks HIV-1 LEDGF/p75-dependent DNA integration. AID 743269. TR-FRET IN-LEDGF/p75 DNA integration, Eu/Cy5. 370,000 tested, 0.64% active. inhibition, % at 3.7 µM;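 active = inhibition above the screen-wide mean plus 3 SD, cut at about 13% in these data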;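 also: signal is the Cy5 over europium emission ratio at 671 and 618 nm; 0% = plate median of compound wells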
rCAG binder – binds r(CAG) RNA repeats; AID 651821; 370,000 tested, 1.3% active; inhibition, % at 3 µM; r(CAG) RNA repeat, TO-PRO-1 dye displacement fluorescence;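 active = inhibition above the plate cutoff, the mean of all test compounds on that plate plus 3 SD, cut at about 35% in these data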;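 also: 0% = DMSO alone and 100% = 100 µM mitoxantrone as full dye displacement; higher means more dye released from RNA so lower well fluorescence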
HTRA1 inhibitor – inhibitors of human serine peptidase HTRA1; recombinant HTRA1, FP-rhodamine activity-based probe, fluorescence polarization; Q92743; 340,000 tested, 0.5% active; inhibition, % at 5.96 µM; in the data active = inhibition above about 36%;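 also: 0% = enzyme with DMSO and 100% = wells lacking enzyme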
An asterisk follows results filed as active; nt = not tested or not shown. An excerpt; the hit share may differ from the screen's.

SMILES	TCR-CD3 inh	SIAE inh	NPR2 activator	MBD2 DNA inh	PRMT1 FP inh	TDP2 absorb	ABHD4 inh	LEDGF integ inh	rCAG binder	HTRA1 inhibitor
CCCCCCOc1ccc(N2C(=O)CC(N3CCN(CCN=CC4C(=O)CC(C)(C)CC4=O)CC3)C2=O)cc1 (stereo not given)	-4	-5	-2	2	1	-9	0	-1	-3	-2
O=C1NC(=O)N2CCSC2(Cc2ccccc2)N1 (stereo not given)	-1	6	-4	5	21*	1	3	0	0	2
CC(=O)c1c(C)[nH]c(C(=O)CN(C)CC(=O)Nc2ccccc2Cl)c1C	1	-6	0	-5	0	-2	1	-1	5	-5
COc1cc(/C=C2\SC(=S)N(Nc3ncc(C(F)(F)F)cc3Cl)C2=O)ccc1O	-115	-162	-9	-6	12	3	-263	0	53*	-235
O=S(=O)(Cc1ccccc1)Nc1ccccc1	10	8	-2	2	2	8	0	-1	3	-1
Cc1oc(C2CC2)cc1C(=O)O	9	0	4	-1	-5	4	3	1	1	5
CCOc1cc(CNCCc2ccc(S(N)(=O)=O)cc2)ccc1OCC(=O)NC(C)(C)C	6	-3	-4	3	-2	0	-1	-1	-3	-1
COc1ccc(N2C(=O)CSC2c2cccc(F)c2)cc1 (stereo not given)	2	8	-1	3	-3	6	3	29*	-2	-4
S=c1[nH]nc(-c2cccnc2)n1/N=C/c1ccccc1	-2	8	3	-3	-5	-6	-1	1	2	11
CN1OC(COC(=O)c2ccc(Cl)cc2)CC1c1ccccc1 (stereo not given)	9	-1	2	-1	-1	-5	-3	3	-3	-11
O=C(NCCC1=CCCCC1)c1ccc2c(c1)N(Cc1ccccc1)C(=O)CS2	13	-17	-4	3	0	-33	-40	5	3	-47
OC(c1ccccc1)(c1ccccc1)C1CCN(CCCOc2cc(F)cc(F)c2)CC1	2	-1	-17	1	5	-8	6	-5	1	nt
COc1ccc(Nc2nc(CC(C)=O)ns2)cc1OC	-3	10	9	-5	1	8	3	4	5	3
O=C(CN1CCCC1)Nc1cccc(Cl)c1Cl	-7	4	1	6	-3	11	4	-3	-4	-10
O=[N+]([O-])c1cnc2nc(-c3ccncc3)nn2c1O	10	0	-2	-8	-3	2	3	0	6	4
COc1cccc(CNC(=O)C2CCCN(S(=O)(=O)N3CC(C)CC(C)C3)C2)c1 (stereo not given)	5	1	2	6	0	-3	2	1	-10	-10
O=C(Nc1nncs1)C1c2ccccc2Oc2ccccc21	1	2	1	5	-1	3	4	0	-3	-4
Cc1cccc(CNCc2ccccc2)c1	4	2	1	-2	0	-12	1	1	-2	0
COc1cc(C(=O)OCc2csc(CC(=O)Nc3ccccc3C)n2)ccc1OCC(C)C	-6	2	5	2	2	-12	43*	0	2	-25
COc1ccc(C(=O)Oc2ccc(/C=N/NC(=O)c3cccnc3)cc2OC)cc1	1	-6	8	0	-3	-5	-10	1	4	-2
COc1ccc(-c2c(C#CC(C)(C)O)c3ccccc3n2C)cc1	3	-2	-8	9	4	-5	1	-3	0	-13
COc1ccc(N(CC(=O)Nc2cc(C)on2)S(=O)(=O)c2ccc(Cl)cc2)cc1	7	-3	-8	-7	-2	-5	-5	1	0	-18
CCN(CC)S(=O)(=O)c1ccc(NC(=O)c2ccc(CN3CCOCC3)cc2)cc1	-2	0	-2	7	-1	-8	-3	-3	-4	-14
COc1ccc(C(=O)Nc2ccccc2C)cc1S(=O)(=O)N1CCOCC1	-3	5	-7	2	4	-1	1	-6	-2	2
O=C1CCCC/C1=C\Nc1ccc(C(=O)O)c(O)c1	0	10	0	-7	9	3	17	7	4	4
COc1ccc(C#Cc2cccc(-c3nc(C(=O)NCc4ccc(Oc5ccccc5)cc4)cc4c3[C@@H](CCO)N(S(=O)C(C)(C)C)C4)c2)cc1OC (stereo not given in full)	5	-17	1	-2	-4	-7	-9	-5	15	nt
CC1(C)CC(=O)/C(=C\c2cccc([N+](=O)[O-])c2)C(C)(C)N1	4	-4	3	1	2	-5	-1	5	-1	2
COc1ccc(OC)c(N2C(=O)c3cccnc3C2=O)c1	0	8	3	0	-1	11	10	-5	-2	3
Cc1ccc(OCCN(C)C(=O)c2cc(COc3ccc(F)cc3F)on2)cc1	1	-5	4	0	1	-14	-6	-2	-4	-16
Cc1ccc(/C(N)=N/OC(=O)CN(C)S(=O)(=O)c2ccc(C)cc2)cc1	-4	1	3	-1	5	4	-6	2	-6	-14
CC1CC(=O)Nc2ccccc2N1C(=O)COc1cc(Cl)ccc1Cl (stereo not given)	0	-2	-9	9	5	-9	-12	-7	5	0
CC(C)(C)[C@@H]1C=C(C(=O)N2CCN(Cc3ccc4c(c3)OCO4)CC2)O[C@H](OCc2ccc(CO)cc2)C1	3	1	0	2	-3	-10	-13	1	-7	-11
Cc1ccc(NC(=O)COC(=O)C2C3CC4OC(=O)C2C4C3)cc1Cl (stereo not given)	0	-2	-4	-5	4	10	6	-1	-1	-7
NC(=O)NCc1ccc(C(=O)OCc2ccncc2)cc1	-3	9	11	-2	-1	2	-1	2	8	-6
CN(C)c1ccc(/C=C/C(=O)c2cccc(Br)c2)cc1	-9	-21	4	0	0	-5	-50	-1	-14	-9
O=C(NCCc1ccccc1)C1CCCN1C(=O)Nc1cccc(Cl)c1 (stereo not given)	7	0	-3	1	-3	-4	-5	4	-6	2

3 entries from above, sorted by their value in ABHD4 inh, ascending:
compound,ABHD4 inh
CN(C)c1ccc(/C=C/C(=O)c2cccc(Br)c2)cc1,-50
CC(C)(C)[C@@H]1C=C(C(=O)N2CCN(Cc3ccc4c(c3)OCO4)CC2)O[C@H](OCc2ccc(CO)cc2)C1,-13
Cc1ccc(/C(N)=N/OC(=O)CN(C)S(=O)(=O)c2ccc(C)cc2)cc1,-6

An excerpt from above in order of molecular weight, smallest number first:
SMILES	TCR-CD3 inh	SIAE inh	NPR2 activator	MBD2 DNA inh	PRMT1 FP inh	TDP2 absorb	ABHD4 inh	LEDGF integ inh	rCAG binder	HTRA1 inhibitor
NC(=O)NCc1ccc(C(=O)OCc2ccncc2)cc1	-3	9	11	-2	-1	2	-1	2	8	-6
CC1(C)CC(=O)/C(=C\c2cccc([N+](=O)[O-])c2)C(C)(C)N1	4	-4	3	1	2	-5	-1	5	-1	2
CN(C)c1ccc(/C=C/C(=O)c2cccc(Br)c2)cc1	-9	-21	4	0	0	-5	-50	-1	-14	-9
Cc1ccc(NC(=O)COC(=O)C2C3CC4OC(=O)C2C4C3)cc1Cl (stereo not given)	0	-2	-4	-5	4	10	6	-1	-1	-7
O=C(NCCc1ccccc1)C1CCCN1C(=O)Nc1cccc(Cl)c1 (stereo not given)	7	0	-3	1	-3	-4	-5	4	-6	2
Cc1ccc(/C(N)=N/OC(=O)CN(C)S(=O)(=O)c2ccc(C)cc2)cc1	-4	1	3	-1	5	4	-6	2	-6	-14
CC1CC(=O)Nc2ccccc2N1C(=O)COc1cc(Cl)ccc1Cl (stereo not given)	0	-2	-9	9	5	-9	-12	-7	5	0
COc1ccc(C(=O)Nc2ccccc2C)cc1S(=O)(=O)N1CCOCC1	-3	5	-7	2	4	-1	1	-6	-2	2
Cc1ccc(OCCN(C)C(=O)c2cc(COc3ccc(F)cc3F)on2)cc1	1	-5	4	0	1	-14	-6	-2	-4	-16
COc1ccc(C(=O)Oc2ccc(/C=N/NC(=O)c3cccnc3)cc2OC)cc1	1	-6	8	0	-3	-5	-10	1	4	-2
CCN(CC)S(=O)(=O)c1ccc(NC(=O)c2ccc(CN3CCOCC3)cc2)cc1	-2	0	-2	7	-1	-8	-3	-3	-4	-14
COc1ccc(N(CC(=O)Nc2cc(C)on2)S(=O)(=O)c2ccc(Cl)cc2)cc1	7	-3	-8	-7	-2	-5	-5	1	0	-18
CC(C)(C)[C@@H]1C=C(C(=O)N2CCN(Cc3ccc4c(c3)OCO4)CC2)O[C@H](OCc2ccc(CO)cc2)C1	3	1	0	2	-3	-10	-13	1	-7	-11
COc1ccc(C#Cc2cccc(-c3nc(C(=O)NCc4ccc(Oc5ccccc5)cc4)cc4c3[C@@H](CCO)N(S(=O)C(C)(C)C)C4)c2)cc1OC (stereo not given in full)	5	-17	1	-2	-4	-7	-9	-5	15	nt

(list continues)
SMILES	TCR-CD3 inh	SIAE inh	NPR2 activator	MBD2 DNA inh	PRMT1 FP inh	TDP2 absorb	ABHD4 inh	LEDGF integ inh	rCAG binder	HTRA1 inhibitor
COc1ccc(-n2ccnc2SCC(=O)NCc2ccc3c(c2)OCO3)cc1	-1	7	-6	-7	-1	6	2	8	-7	-6
CCC1=Nc2cc(C(=O)NCCCN3CCOCC3)ccc2Sc2ccc(Br)cc21	4	1	1	-1	-3	-6	-4	1	-2	-5
Cc1ccc(NC(=O)c2cccc(N3C(=O)CCC3=O)c2)nc1	7	6	2	-4	-2	-1	4	0	1	4
COc1cc2c(cc1OC(C)=O)C(=O)CCCC2	0	15	-3	-3	0	-5	3	-2	-1	nt
COc1cccc(CN2CCC(C(=O)N3CCC(C)CC3)CC2)c1	7	14	-1	-1	-1	12	2	3	-9	6
Nc1cc(C(=O)OCC(=O)NCC2CCCO2)ccc1Cl (stereo not given)	-11	0	-1	-7	-1	-20	-9	-1	4	6
CCC(c1nnnn1CCOC)N1CCN(c2nc3ccccc3s2)CC1 (stereo not given)	-1	-2	-1	-2	1	0	-1	-3	-5	2
COc1ccc(C(=O)Nc2ccnn2C2CCN(Cc3ccccn3)CC2)cc1	3	3	2	4	5	15	5	-2	-2	-5
Cc1ccc(C(=O)CCC(=O)OCC(=O)Nc2ccccc2SCC#N)cc1	0	-1	0	3	-3	-3	1	2	18	10
CCN(Cc1ccccc1)C(=O)c1oc2ccc(C)cc2c1C	6	2	0	0	8	-19	-11	1	3	-15
CC(C)Oc1ccc2c(=O)c(-c3ccccc3)coc2c1	-6	0	14	3	-3	6	4	-2	-2	-9
COc1ccc(OCCSc2nnc(-c3ccccc3)n2N)cc1	3	2	-1	-2	-1	8	-6	-1	-3	2
CC(OC(=O)/C=C/c1ccc2ccccc2n1)C(=O)NCc1ccccc1 (stereo not given)	4	-3	-2	-8	-6	-5	-9	-1	-1	-7
O=C(C[n+]1cc(-c2ccc(Cl)cc2)n2c1CCC2)Nc1nc(-c2ccccc2)cs1	-7	6	-4	2	-3	11	3	-1	15	-10
O=C(/C=C/c1ccc(F)cc1)c1ccc(N2CCOCC2)cc1	-10	-2	-3	1	-2	5	1	1	7	-9
CN1CCN(C(=O)/C(=C/c2ccccc2F)NC(=O)c2ccccc2)CC1	-9	-6	-1	-3	-3	-20	-7	2	-2	4
O=c1[nH]c(CCC2CCCC2)nc2ccccc12	-11	2	2	8	5	-8	-3	0	-8	6
Cc1nn(C)c(C(=O)Nc2ccn(Cc3c(F)c(F)cc(F)c3F)n2)c1[N+](=O)[O-]	8	-12	6	5	4	-3	-6	-1	-2	3
O=C1CCCC(O)=C1N=Nc1cccc(C(=O)O)c1	0	21*	2	1	2	-9	21	5	7	29
CCOc1ccc(CNCCCSc2ncccn2)cc1OC	1	-6	-3	3	-2	0	1	-1	-1	11
O=C(COc1ccc(S(=O)(=O)NC2CCCCC2)cc1)NCCC1=CCCCC1	4	-2	-8	-6	-2	-2	-7	-1	-9	-19

From PubChem BioAssay
